Assay outcomes from PubChem.
TexasRed fluor = Texas Red fluorescence interference in TRb-SRC2 counter-screen; 0.29% of 280,000 active; TRb/SRC2 Texas Red total fluorescence interference; Potency, µM (series often up to 106 µM), inactives show top-dose fluorescence change, negative = quenching; active means well fitted curve in either direction with a large enough effect; inconclusive means small, poorly fitted or top-dose-only effect; further: potency means the concentration at half of the fitted maximal effect; on the % scale 0 is the no-effect control and ±100 the full control effect
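Human TRb ligand-binding domain at 0.6 uM with 20 nM Texas Red SRC2 peptide in Tris buffer containing 1 uM T3 and 5% DMSO, incubated with compound 5 h at ambient temperature. Total fluorescence (555/632 nm) calculated as parallel + 2 × perpendicular.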
Tau fluor counter = counter-screen for tau fibril formation inhibitors. Potency, µM (highest dose often 57.7 µM), for inactives: at the top dose activity change, negative = decrease. 0.93% of 280,000 active. tau K18 P301L (four-repeat tau fragment) Alexa594 fluorescence, heparin fibrillization; further: potency means the concentration at half of the fitted maximal effect; on the % scale 0 is the no-effect control and ±100 the full control effect; nearly all actives have a fitted effect of over 55% in size
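Human K18 P301L tau (15 uM unlabeled plus 0.24 uM Alexa 594-labeled, final) in 100 mM sodium acetate pH 7 was mixed with compound and 20 uM heparin and incubated 6 hr at 37 C.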
Tau FP inhib = inhibitors of human tau fibril formation. 0.39% of 280,000 active. Potency, µM (doses to about 57.7 µM), for the others: at the top dose activity, negative = inhibition, hits mostly inhibitors. P10636. K18 P301L tau heparin fibrillization, Alexa594 FP, 6 h; further: potency means the concentration at half of the fitted maximal effect; on the % scale 0 is the no-effect control and ±100 the full control effect; nearly all actives have a fitted effect of over 55% in size
Target sequence (P10636 561-689 P618L limits assumed): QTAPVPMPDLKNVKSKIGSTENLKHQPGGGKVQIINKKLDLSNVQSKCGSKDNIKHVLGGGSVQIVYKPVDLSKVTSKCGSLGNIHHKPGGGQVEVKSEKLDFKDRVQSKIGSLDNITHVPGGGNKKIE
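Quantitative HTS format: compounds meet 15 uM recombinant K18 P301L tau and Alexa 594-tau tracer in 100 mM sodium acetate pH 7; 20 uM heparin triggers fibrillization at 37 C over 6 hr; FP gives the signal.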
NPSR antagonist = neuropeptide S receptor (human) antagonism, cAMP; CHO-NPSR cells, cAMP TR-FRET, antagonist mode; 1% of 220,000 active; Potency, µM (titrated, usually from 38.3 µM), without a hit: at the highest dose activity change, negative = inhibition, most hits filed as inhibitors; Q6W5P4; AID 1461; further: potency means the concentration at half of the fitted maximal effect; on the % scale 0 is the no-effect control and ±100 the full control effect; nearly all actives have a fitted effect of over 50% in size; many of its hits are not listed in these tables
CBFb RUNX1 block = CBF-beta/RUNX1 interaction disruption. AlphaScreen CBFb-His/RUNX1-biotin binding, biochemical. Potency, µM (titrated, usually from 59.8 µM), for the others: top-dose activity, negative = inhibition, most hits filed as inhibitors. 230,000 tested, under 10 active. AID 1477; further: % of control where 0% means no effect
Target sequence (Q01196 whole entry, looked up): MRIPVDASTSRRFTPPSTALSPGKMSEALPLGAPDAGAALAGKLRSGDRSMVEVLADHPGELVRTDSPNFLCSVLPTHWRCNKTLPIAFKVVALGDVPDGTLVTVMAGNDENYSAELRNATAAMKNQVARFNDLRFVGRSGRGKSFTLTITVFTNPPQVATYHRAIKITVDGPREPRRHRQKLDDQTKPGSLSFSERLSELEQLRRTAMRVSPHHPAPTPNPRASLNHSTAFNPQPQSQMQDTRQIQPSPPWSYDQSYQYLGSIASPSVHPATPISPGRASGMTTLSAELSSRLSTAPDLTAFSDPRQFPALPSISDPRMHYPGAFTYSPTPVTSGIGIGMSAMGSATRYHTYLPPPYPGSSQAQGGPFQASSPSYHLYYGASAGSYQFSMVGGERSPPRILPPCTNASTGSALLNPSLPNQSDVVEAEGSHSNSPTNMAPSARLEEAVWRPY
Target sequence (Q13951 whole entry, looked up): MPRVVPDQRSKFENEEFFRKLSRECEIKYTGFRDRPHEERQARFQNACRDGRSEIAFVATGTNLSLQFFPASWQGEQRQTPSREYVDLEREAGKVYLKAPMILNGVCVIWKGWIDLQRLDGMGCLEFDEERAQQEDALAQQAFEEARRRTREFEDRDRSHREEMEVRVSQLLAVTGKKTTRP
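Room-temperature protein-protein interaction test with 30 nM each of His-tagged CBF-beta and biotinylated RUNX1, 15 min with compound, then 90 min with nickel plus streptavidin beads. Signal read in AlphaScreen mode.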
aGal spleen mod = alpha-galactosidase A (human) modulation; Potency, µM (highest dose often 80 µM), without a hit: top-dose activity change, negative = inhibition, most hits filed as inhibitors; P06280; 0.008% of 240,000 active; human spleen homogenate, 4MU-alpha-Gal fluorescence, 40 min;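 further: potency means the concentration at half of the fitted maximal effect; 0% = enzyme with vehicle and -100% = no enzyme basal signal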
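Spleen homogenate 1 ug + cpd (titration) + 4-MU-alpha-D-galactopyranoside 1 mM; 37C 40 min; 50 mM citrate/phosphate pH 5.0, 0.01% Tween-20; stop pH 10; fluorescence 365/440; AC50 via Hill.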
Epigenetic derep = epigenetic control regulation, reporter derepression; murine LDR cells, GFP reporter derepression, 30 h; Potency, µM (doses to about 53.9 µM), for the others: at the highest dose GFP activation, most hits filed as activators; 0.2% of 280,000 active; further: potency means the concentration at half of the fitted maximal effect; % of control where 0% means no effect; nearly all actives have a fitted effect of over 60% in size
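Reporter derepression read as number of fluorescent GFP-positive objects, 20-120 um in size, counted by laser-scanning cytometer. Mouse LDR line with an epigenetically silenced CMV-GFP locus; compound incubation 30 h, 37 C.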
TRb-SRC2 inh = TRbeta-SRC2 interaction inhibition. P10828. TRbeta-SRC2 peptide binding, fluorescence polarization; receptor liganded with 1 µM T3. Potency, µM (titrated, usually from 106 µM), for inactives: top-dose activity change, negative = inhibition, actives largely listed as inhibitors. 0.065% of 280,000 active. AID 1469;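 further: potency means the concentration at half of the fitted maximal effect; plate controls were bound peptide for no effect and peptide without receptor for full effect; nearly all actives have a fitted effect of over 50% in size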
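Compounds were added to 0.6 uM TRb ligand-binding domain and 20 nM Texas Red-labeled SRC2 peptide in Tris buffer containing 1 uM T3, incubated 5 hr at ambient temperature, then read by fluorescence polarization.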
An asterisk follows results filed as active; ? = inconclusive; . = no result given; & = joins results of further samples; [ ] = dose if it differs, or a comment. Unless noted, the call rests on the fitted dose curve; in most records, active means well fitted curve in the direction sought with a large enough effect; inconclusive means small, poorly fitted or top-dose-only effect, or another doubt; inactive means no such curve, though single readings can be large; an effect the other way counts as inactive or inconclusive. An excerpt; rates above refer to the full screens.

Structure	TexasRed fluor	Tau fluor counter	Tau FP inhib	NPSR antagonist	CBFb RUNX1 block	aGal spleen mod	Epigenetic derep	TRb-SRC2 inh
COc1ccc(Cc2noc(-c3ccc([N+](=O)[O-])cc3)n2)cc1OC	-3%	-18%	13%	-8%	-20%	8%	1.0%	4%
O=S(=O)(c1ccc(Cl)cc1)N1CCNCC1	-4%	-3%	-1%	-1%	-1%	5%	-0.1%	-2%
COc1ccc(C2/C=C\CN(C(=O)c3ccc(C)cc3)C(Cc3ccccc3)C(=O)N2Cc2ccc(F)cc2)cc1 (stereo not given)	0%	.	.	.	-2%	6%	.	7%
CCOC(=O)N1CCN(C(=O)CS(=O)(=O)c2cn(Cc3ccc(F)cc3)c3ccccc23)CC1	-4%	-16%	7%	-12%	6%	-3%	1.1%	5%
Cc1cc(C(=O)N2CCCCCC2)cs1	2%	-10%	-2%	-2%[46.1 µM]	10%	-10%	-3.0%	-12%
Cc1cc(NC(=O)CSc2ncccn2)no1	-4%	-5%	4%	15%[46.1 µM]	1%	-3%	1.1%	-2%
CCC1CCCCN1Cc1cn2c(-c3ccc(Br)cc3)nnc2s1 (stereo not given)	0%	-6%	-2%	.	.	.	1.4%	2%
O=C(Cc1ccc(F)cc1)NCCc1csc2nc(-c3ccccc3F)nn12	-3%	-2%	-3%	.	.	.	4.5%	-1%
O=C(CCCOc1ccccc1)Nc1ccncc1	0%	4%	4%	-6%[46.1 µM]	9%	-4%	0.0%	8%
COc1ccc(-n2c(SCC(=O)C(C)(C)C)nc3ccsc3c2=O)cc1	1%	-14%	-10%	-52%	0%	6%	6.8%	4%
CC1CC(=O)c2cnc(N)nc2C1 (stereo not given)	-4%	-2%	0%	2%[46.1 µM]	1%	11%	4.7%	1%
Cc1nn(-c2ccccc2)c(OC(=O)C(C)C)c1Sc1ccc(Cl)cc1	-1%	-26%	?	.	.	.	-1.0%	-6%
C=C(C)C(O)/C=C/c1ccc(Br)cc1 (stereo not given)	0%	3%	0%	.	14%	-14%	-1.1%	-2%
Cc1ccc(-n2nc(CO)c(C(=O)NCc3cccnc3)n2)cc1	1%	-3%	-5%	.	.	.	7.4%	8%
CCOC(=O)Cc1ccc(NC(=O)n2ncc3c(C)cccc32)cc1	8%	-19%	-13%	.	.	.	0.0%	6%
CCCc1cc(-c2[nH]ncc2-c2ccc(C(=O)OCC)o2)c(O)cc1O	-4%	14µM*[quencher]	?	?	-10%	5%	2.0%	6%
O=C(c1ccco1)N1N=C(c2ccncc2)CC1(O)C(F)(F)F (stereo not given)	-3%	19%[2.34 µM]	2%[2.34 µM]	-15%	6%	-12%	8.0%	-1%
CSCC[C@H](NC(=O)CCn1nnc2ccccc2c1=O)C(=O)O	3%	5%	11%	-2%[46.1 µM]	2%	17%	0.4%	6%
Cc1cc(C)c(C(=O)COC(=O)c2ccc(NC(=O)CC#N)cc2)cc1C	0%	?	?	0%	13%	-1%	?	5%
O=c1cc2c(nn1Cc1ccc(F)cc1)-c1ccccc1CC2	-3%	-3%	-5%	25%	9%	-6%	2.6%	0%

Part of the list above with just NPSR antagonist, Tau fluor counter and TRb-SRC2 inh.
| Compound | NPSR antagonist | Tau fluor counter | TRb-SRC2 inh |
| --- | --- | --- | --- |
| CCCc1cc(-c2[nH]ncc2-c2ccc(C(=O)OCC)o2)c(O)cc1O | ? | 14µM*[quencher] | 6% |
| Cc1cc(C)c(C(=O)COC(=O)c2ccc(NC(=O)CC#N)cc2)cc1C | 0% | ? | 5% |
| CCOC(=O)Cc1ccc(NC(=O)n2ncc3c(C)cccc32)cc1 | . | -19% | 6% |
| CC1CC(=O)c2cnc(N)nc2C1 (stereo not given) | 2%[46.1 µM] | -2% | 1% |

(more compounds)
Structure	TexasRed fluor	Tau fluor counter	Tau FP inhib	NPSR antagonist	CBFb RUNX1 block	aGal spleen mod	Epigenetic derep	TRb-SRC2 inh
CCOC(=O)C(NC(C)=O)(N1CCc2ccccc2C1)C(F)(F)F (stereo not given)	0%	-15%	?	-8%[46.1 µM]	7%	1%	-1.6%	0%
Cc1cc(=O)n2[nH]c(N)c(N=Nc3ccccc3)c2n1	-5%	0%	7%	-33%	5%	-8%	-1.1%	-2%
CCn1cc(C(=O)OCC(=O)OC2CC(C)CCC2C(C)C)c(=O)c2ccc(C)nc21 (stereo not given)	-2%	-13%	-5%	?	19%	6%	0.0%	-21%
COc1cccc(NC(=O)CSc2nc3c(oc4ccccc43)c(=O)[nH]2)c1	-2%	-4%	0%	-16%	7%	1%	0.0%	-10%
COc1ccc(C)cc1NC(=O)C(=O)NCCc1sc(-c2cccc(C)c2)nc1C	-2%	-12%	2%	.	.	.	0.0%	2%
CC1=NCCN1S(=O)(=O)c1cccc([N+](=O)[O-])c1	-6%	-1%	1%	-18%	8%	9%	-0.6%	-2%
S=c1[nH]c(-c2ccc(Br)cc2)cn1CCc1ccccc1	-1%	-8%	3%	-22%	-3%	-3%	-0.1%	1%
Cc1cc(C)cc(OCC(=O)Nc2ccc(S(=O)(=O)Nc3ccccn3)cc2)c1	-1%	-19%	-15%	-8%	-3%	1%	3.3%	-6%
O=C(COc1ccc(Oc2ccccc2)cc1)NCc1cn2ccccc2n1	-2%	-2%	7%	9%	-13%	2%	0.0%	0%
CCn1c(C)nc2cc(S(=O)(=O)N3CCCCC3)ccc21	2%	8%	2%	3%[46.1 µM]	5%	-1%	0.0%	-22%
Cc1cccc(N2CCN(S(=O)(=O)c3ccc(F)c(C(=O)Nc4cccc(Cl)c4C)c3)CC2C)c1 (stereo not given)	0%	-20%	-11%	.	.	.	6.3%	3%
CSc1ccccc1C(=O)C1CCCN(C(=O)NC(C)C)C1 (stereo not given)	1%	11%	-3%	-4%	11%	3%	0.0%	-9%
CCOc1ccc(NC(=O)c2c(NC(=O)c3ccccc3F)sc3c2CCC3)cc1	-41%	-17%	-1%	.	.	.	1.6%	4%
COc1ccc(CN(CCCN2CCOCC2)C(=O)Nc2cccc(Cl)c2)cc1OC	-6%	-5%	-1%	-8%[46.1 µM]	5%	3%	0.8%	-2%
COC(=O)C1(C(=O)OC)CC2=C[C@H](CC2=O)Cc2ccccc2[C@@H]1C[N+](=O)[O-]	-1%&0%	-4%&7%	-1%&7%	.	-3%&-4%	5%&1%	-1.1%&0.0%	10%&9%
C#CCOCCOCCOCCNc1nc(N2CCOCC2)nc(N2CCN(C(=O)[C@H](CCCCN)n3cc([C@@H](N)CO)nn3)CC2)n1	0%	-6%	-6%	-7%	14%	5%	-2.7%	-2%
Cc1sc(NC(=O)c2ccco2)c(CN2CCN(Cc3ccccc3)CC2)c1C	-3%	-27%	-4%	?	?	2%	-1.4%	-13%
O=c1[nH]c(-c2cccs2)nc2ccccc12	-4%	-15%	-2%	2%[46.1 µM]	2%	2%	-1.0%	7%
Cc1ccc(S(=O)(=O)N(CC(O)CN(C)C)c2ccccc2)cc1 (stereo not given)	2%	-3%	3%	-17%[46.1 µM]	4%	18%	0.0%	-1%
Cc1ccc2c(Cl)cc(Cl)c(OCC(=O)OCC(=O)Nc3ccc(C#N)cc3)c2n1	-3%	5%	?	0%	-3%	?	0.0%	-7%
Cc1ccc(OCC(=O)Nc2ccc(C)c(S(=O)(=O)N3CCCCCC3)c2)c([N+](=O)[O-])n1	-2%	?	15%	-30%	-16%	-1%	-4.2%	4%
Cc1cccc(C(=O)N2CCN(Cc3ccc4c(c3)OCO4)CC2)c1	3%	-5%	-5%	-9%[46.1 µM]	3%	-1%	0.8%	5%
COc1ccc(S(=O)(=O)NC2CCCC2)c(Cl)c1Cl	2%	-14%	-5%	-16%[46.1 µM]	1%	1%	0.7%	0%
COc1ccc(NC(=S)NC(C)C(c2ccccc2)N2CCOCC2)cc1 (stereo not given)	-1%	-3%	4%	2%	-1%	0%	3.1%	-2%
COc1ccc(NC(=O)c2ccc(Cc3ccc(C)cc3)o2)cc1	1%	2%	5%	-8%	-8%	11%	1.0%	-21%
COc1cc(CNc2ccc(N3CCN(C(C)=O)CC3)cc2)ccc1OCc1ccc(F)cc1	1%	-24%	-3%	3%	?	5%	4.6%	-6%
Cc1cccc(Nc2nc(N3CCCCC3)nc(N3CCCCC3)n2)c1	1%	-3%	1%	-16%[46.1 µM]	4%	1%	-2.0%	-3%
Cc1noc(C)c1Cc1ccc(O)cc1	1%	-18%	-11%	-4%[46.1 µM]	7%	-1%	4.5%	1%
COCCCNC(=O)C1CCN(Cc2cc3ccccc3n2Cc2cccc(C)c2)CC1	-3%	9%	2%	.	.	.	-1.3%	7%
COc1ccc(CCN(C)Cc2nc(Cc3ccc(OC)c(OC)c3)no2)cc1OC	-1%	-12%	8%	7%	0%	4%	-1.1%	7%
CCOc1ccccc1NC(=O)c1cccc(S(=O)(=O)N(Cc2ccccc2)c2ccccc2OC)c1	-20%	-18%	-18%	-20%	11%	-9%	0.0%	3%
COc1cccc(Cn2c(=O)c3[nH]cnc3n(-c3ccccc3C)c2=O)c1	-1%	0%	-14%	-9%	3%	-1%	-5.4%	0%
COc1ccc2nc(NC(=O)c3cccc(OCc4c(C)noc4C)c3)sc2c1	-2%	-27%	9%	5%[46.1 µM]	2%	-3%	1.4%	-8%
Nc1nc2ccccc2nc1N1CCCC1	-1%	-15%	11%	-8%[46.1 µM]	2%	-1%	0.0%	1%
COc1cc2[nH]c(=S)n(C3CCN(Cc4ccccc4)CC3)c(=O)c2cc1OC	0%	-4%	5%	20%	-3%	3%	2.2%	13%
O=C(/C=C\c1ccccc1OC(=O)c1ccccc1F)c1cc2ccccc2o1	0%	11%	3%	-12%	2%	-16%	0.0%	9%
